From PubChem BioAssay
mHTT CaM bind – mutant huntingtin-calmodulin interaction inhibitors – biochemical, AlphaScreen, primary screen; P42858; AlphaScreen His-mHTT/GST-CaM binding, luminescence; inhibition, % at 15 µM; hit rate 3.6% among 190,000;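 note: 0% = both proteins with DMSO and 100% = one protein alone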
Target sequence (P42858 whole entry, looked up, stated change not applied): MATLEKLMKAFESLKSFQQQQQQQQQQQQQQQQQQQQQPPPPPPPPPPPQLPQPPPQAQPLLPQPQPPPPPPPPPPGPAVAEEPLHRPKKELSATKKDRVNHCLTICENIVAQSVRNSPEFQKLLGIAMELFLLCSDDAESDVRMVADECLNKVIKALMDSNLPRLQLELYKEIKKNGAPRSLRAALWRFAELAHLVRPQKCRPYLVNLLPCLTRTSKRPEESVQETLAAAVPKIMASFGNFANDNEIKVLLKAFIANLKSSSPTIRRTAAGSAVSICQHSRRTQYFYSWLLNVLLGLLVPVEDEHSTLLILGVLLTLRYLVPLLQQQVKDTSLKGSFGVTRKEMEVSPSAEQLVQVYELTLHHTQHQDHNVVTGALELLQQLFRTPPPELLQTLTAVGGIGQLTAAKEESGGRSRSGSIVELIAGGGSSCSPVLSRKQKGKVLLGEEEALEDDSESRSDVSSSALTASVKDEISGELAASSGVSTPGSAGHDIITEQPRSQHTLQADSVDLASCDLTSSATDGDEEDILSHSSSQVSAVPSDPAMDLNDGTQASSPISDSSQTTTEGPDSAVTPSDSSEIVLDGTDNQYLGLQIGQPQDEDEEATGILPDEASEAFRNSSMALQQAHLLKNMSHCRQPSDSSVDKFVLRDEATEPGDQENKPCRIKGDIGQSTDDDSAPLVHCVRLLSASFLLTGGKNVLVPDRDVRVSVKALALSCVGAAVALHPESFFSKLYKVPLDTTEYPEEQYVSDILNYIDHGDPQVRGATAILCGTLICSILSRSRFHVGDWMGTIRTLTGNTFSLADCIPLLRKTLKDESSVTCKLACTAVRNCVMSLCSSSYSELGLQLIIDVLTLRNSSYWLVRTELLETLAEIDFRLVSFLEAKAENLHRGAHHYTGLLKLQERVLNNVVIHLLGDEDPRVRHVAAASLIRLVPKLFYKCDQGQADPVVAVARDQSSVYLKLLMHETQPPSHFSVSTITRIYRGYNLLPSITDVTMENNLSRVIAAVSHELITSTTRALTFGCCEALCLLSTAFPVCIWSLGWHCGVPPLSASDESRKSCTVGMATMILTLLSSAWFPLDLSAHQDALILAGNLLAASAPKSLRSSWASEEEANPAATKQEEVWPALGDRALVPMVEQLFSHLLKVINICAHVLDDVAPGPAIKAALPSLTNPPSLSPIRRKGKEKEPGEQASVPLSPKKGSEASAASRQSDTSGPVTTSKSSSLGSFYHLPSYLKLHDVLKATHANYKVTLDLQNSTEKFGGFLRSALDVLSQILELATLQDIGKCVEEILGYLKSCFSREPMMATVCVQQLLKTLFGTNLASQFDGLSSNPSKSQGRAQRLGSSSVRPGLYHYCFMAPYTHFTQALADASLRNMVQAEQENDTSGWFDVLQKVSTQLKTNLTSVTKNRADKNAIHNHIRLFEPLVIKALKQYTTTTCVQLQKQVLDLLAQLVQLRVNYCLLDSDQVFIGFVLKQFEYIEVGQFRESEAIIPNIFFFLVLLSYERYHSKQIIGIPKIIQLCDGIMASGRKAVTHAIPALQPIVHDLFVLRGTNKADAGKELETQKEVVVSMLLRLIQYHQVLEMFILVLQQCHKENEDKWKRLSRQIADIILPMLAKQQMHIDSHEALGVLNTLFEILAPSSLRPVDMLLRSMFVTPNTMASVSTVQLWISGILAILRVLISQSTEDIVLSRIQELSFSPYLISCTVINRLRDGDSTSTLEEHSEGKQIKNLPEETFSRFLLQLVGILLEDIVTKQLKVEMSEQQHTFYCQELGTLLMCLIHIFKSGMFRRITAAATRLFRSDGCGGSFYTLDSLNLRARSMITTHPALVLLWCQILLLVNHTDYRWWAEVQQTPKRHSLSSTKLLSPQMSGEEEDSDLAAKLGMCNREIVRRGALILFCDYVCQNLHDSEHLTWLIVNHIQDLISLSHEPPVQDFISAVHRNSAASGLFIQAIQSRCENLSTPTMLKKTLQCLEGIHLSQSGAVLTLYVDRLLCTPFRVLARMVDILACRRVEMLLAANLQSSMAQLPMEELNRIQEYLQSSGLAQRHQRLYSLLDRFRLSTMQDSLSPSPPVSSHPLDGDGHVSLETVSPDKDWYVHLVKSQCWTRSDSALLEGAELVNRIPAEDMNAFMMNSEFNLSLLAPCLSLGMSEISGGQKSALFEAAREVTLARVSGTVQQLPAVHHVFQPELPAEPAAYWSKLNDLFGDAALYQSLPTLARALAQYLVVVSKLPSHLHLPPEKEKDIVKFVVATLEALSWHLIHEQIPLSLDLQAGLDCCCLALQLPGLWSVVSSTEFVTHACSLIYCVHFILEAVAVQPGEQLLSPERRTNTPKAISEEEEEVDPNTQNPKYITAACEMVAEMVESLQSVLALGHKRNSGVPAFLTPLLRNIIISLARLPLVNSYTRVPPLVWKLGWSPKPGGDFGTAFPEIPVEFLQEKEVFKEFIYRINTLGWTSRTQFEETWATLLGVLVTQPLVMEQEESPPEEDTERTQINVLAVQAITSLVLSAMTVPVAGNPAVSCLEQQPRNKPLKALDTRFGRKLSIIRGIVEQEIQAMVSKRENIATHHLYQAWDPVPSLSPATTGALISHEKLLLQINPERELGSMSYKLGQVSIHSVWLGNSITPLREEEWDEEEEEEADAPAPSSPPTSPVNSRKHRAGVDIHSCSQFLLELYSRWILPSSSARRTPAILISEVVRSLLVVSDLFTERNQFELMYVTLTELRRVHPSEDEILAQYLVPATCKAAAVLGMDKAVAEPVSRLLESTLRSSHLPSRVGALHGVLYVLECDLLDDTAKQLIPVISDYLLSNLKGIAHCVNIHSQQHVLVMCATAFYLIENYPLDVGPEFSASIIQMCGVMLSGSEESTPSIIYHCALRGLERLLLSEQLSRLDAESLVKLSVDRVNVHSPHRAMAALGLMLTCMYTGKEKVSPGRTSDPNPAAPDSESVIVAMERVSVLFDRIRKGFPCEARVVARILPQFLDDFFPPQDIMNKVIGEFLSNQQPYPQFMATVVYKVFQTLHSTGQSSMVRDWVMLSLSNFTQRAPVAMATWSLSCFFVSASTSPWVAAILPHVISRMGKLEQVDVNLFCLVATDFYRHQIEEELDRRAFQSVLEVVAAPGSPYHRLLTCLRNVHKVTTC
Pf apPOL inh – Pf-apPOL inhibitors, biochemical, fluorescence | inhibition, % at 10 µM | hit rate 0.25% among 210,000 | Recombinant Pf-apPOL, molecular beacon fluorescence, 1.5 h
Active calls of the source: *; · = not tested or not shown; & = joins results of further samples. Cut-off read from the data, not from the text of the source: active = inhibition above about 50%; inactive = the rest. Not all compounds are listed; rates above refer to the full screens.

Start of the listing, in advance, two compounds:
Sequence of screens: mHTT CaM bind	Pf apPOL inh
COc1ccc(CCNC(=O)c2nc(-c3cccc(F)c3)n3c2CCCCC3)cc1OC
 : 50.6*	4.7
CCN(CC)CCC(c1cc(OC)c(OC)c(OC)c1)c1c(OC)cc(OC)c2c1OC(=O)CC2c1ccc(N(C)C)cc1 (stereo not given)
 : 69.3*	-6.4

The list itself (from the top)
Sequence of screens: mHTT CaM bind	Pf apPOL inh
COc1ccc(CCNC(=O)c2nc(-c3cccc(F)c3)n3c2CCCCC3)cc1OC
 : 50.6*	4.7
CCN(CC)CCC(c1cc(OC)c(OC)c(OC)c1)c1c(OC)cc(OC)c2c1OC(=O)CC2c1ccc(N(C)C)cc1 (stereo not given)
 : 69.3*	-6.4
O=C1C(Nc2ccc(Br)cc2)=CC(=NS(=O)(=O)c2cccs2)c2ccccc21
 : 80.0*	-9.8
CCOc1cc(C(=O)Nc2cccc(OC)c2)cc(OCC)c1OCC
 : -8.3	2.6
COc1ccccc1C(=O)Nc1nnc(-c2ccco2)s1
 : 14.4	-5.0
Cc1cccc(C)c1NC(=O)CN1CCCCC1
 : -3.2	0.2
CC(Nc1cc(=O)n(C)c(=O)[nH]1)c1ccccc1 (stereo not given)
 : -3.9	-11.7
Cc1ccccc1CS(=O)(=O)CCC(=O)NC1CC1
 : -3.0	-14.8
O=C(CC(=O)c1cc(Cl)ccc1O)c1ccccc1
 : 43.3	-4.4
Cc1cccc(C(=O)Nc2c(C)nc3scc(C)n3c2=O)c1
 : -2.0	-2.4
COc1ccc(C)cc1NC(=O)CCc1cccc2[nH]ccc12
 : 11.2	0.5
CCNC(=O)C1CCN(c2cnn(Cc3ccccc3)c(=O)c2)CC1
 : 11.1	-5.9
CCN(CC)Cc1c(O)ccc2c1OC(=Cc1ccc(OC)cc1)C2=O
 : 14.2	-11.9
CCCn1c(C2CCN(C(=O)c3cccc(F)c3)C2)nc2cccnc21 (stereo not given)
 : 2.5	-2.9
CCN1C(=O)CCC2(CN(C)C(=O)c3ccc(Cl)s3)CCCC12 (stereo not given)
 : -1.5	6.9
CCOc1ccc(NS(=O)(=O)c2cc(Br)ccc2OC)cc1
 : -1.4	-0.2
Cc1ccc(C2=NC3(CCNCC3)NC(c3cc(Br)ccc3O)C2)cc1 (stereo not given)
 : 16.0	-5.9
CCOc1ccc(C2C(C(=O)Nc3ccccn3)=C(C)NC3=C2C(=O)CC(C)(C)C3)cc1 (stereo not given)
 : 14.0	-4.5
CCc1ccc(NC(=O)c2ccc(F)c(S(=O)(=O)N(C)C3CCCCC3)c2)cc1
 : -12.0	-4.7
CCCC12CN3CC(CCC)(CN(C1)C3c1ccccc1)C2=O (stereo not given)
 : -5.0	-7.0
COc1ccc(C2C=C(c3ccc(-c4ccccc4)cc3)Nc3nnnn32)cc1 (stereo not given)
 : 12.0	-7.2
Cc1ccc2nc(NC(=O)CCC(=O)O)sc2c1
 : -6.0	-4.0
CCc1ccccc1NC(=O)CC1CS(=O)(=O)CC1CC(=O)Nc1ccccc1CC (stereo not given)
 : 1.0	-2.7
COc1cc(CN2CCN(c3ccccn3)CC2)cc(I)c1O
 : 4.7	-7.0
C[C@H]1[C@@H](OC(=O)Nc2cccc(C(F)(F)F)c2)CC[C@@]23CCCN2C(=O)CCC[C@@H]13
 : -13.7	-4.4
O=C1NC(=Nc2ccccc2Cl)S/C1=C/c1cccc([N+](=O)[O-])c1
 : 88.0*	-1.6
O=C(Nc1ccc(-c2ccccn2)s1)N1CCOCC1
 : ·	-3.4
Cn1c(=O)[nH]c(=O)c2c1nc1oc(-c3ccc(Cl)cc3)cn12
 : 5.0	0.0
O=C(CSc1nnc(-c2ccncc2)n1Cc1ccccc1)c1cccc([N+](=O)[O-])c1
 : 1.7	9.7
Cc1cc(O)ccc1NC(=O)c1ccccc1
 : 0.0	-5.0
O=C1NC(=Nc2ccc(Cl)cc2)SC1Cc1ccccc1[N+](=O)[O-] (stereo not given)
 : 19.0	-0.1
O=C(NC1CC1)c1cc(-c2ccccc2)ns1
 : -13.0	-4.0
O=C(Nc1ccc(F)cc1)c1ccco1
 : -4.4	-2.6
COc1ccc(C=C2Oc3cc(O)cc(C)c3C2=O)c(OC)c1OC
 : 7.4	0.3
N#Cc1c(N2C(=O)Nc3ccccc3N2O)sc2c1CCCC2
 : 3.0	-0.1
Cc1cccc(NC(=O)c2cncc(Br)c2)c1C
 : -4.3	-17.4
O=C(CC1CCCCC1)NCC1(c2ccccc2)CCCOCC1 (stereo not given)
 : 4.9	-3.2
CCCn1c(C(=O)NCc2ccccn2)cc2scc(Br)c21
 : 42.7	-6.7
CN1CCN(S(=O)(=O)c2ccc(-c3ccc(S(=O)(=O)N4CCN(C)CC4)cc3)cc2)CC1
 : -7.2	-4.9
COc1ccc(Cl)cc1N1C(=O)C2CCCN2C1c1ccc(Cl)cc1 (stereo not given)
 : 1.4	1.0
O=C(Cc1ccc(F)cc1)Nc1nnc(C2CC(=O)N(c3ccc(Cl)cc3)C2)o1 (stereo not given)
 : 67.0*	-5.5
COc1ccc(C2C(=C(O)c3ccc(C)cc3)C(=O)C(=O)N2C)c(OC)c1 (stereo not given)
 : 34.2	1.4
CC(=O)Nc1nc(C)c(-c2nc3ccc([N+](=O)[O-])cc3[nH]2)s1
 : 0.0	-3.1
O=C(Nc1ncn[nH]1)c1cc(-c2ccccc2)nc2ccccc12
 : 5.0	-9.0
Cc1ccc(S(=O)(=O)NCC(=O)Oc2ccccc2C)cc1
 : -13.2	-5.1
CCCNC(=O)Cc1cn2cc(Br)ccc2n1
 : -1.5	-0.9
c1ccc(-c2ccccc2OCCOCCN2CCCC2)cc1
 : -4.3	2.8
Cc1nc2cc(NS(=O)(=O)c3cccc4cccnc34)ccc2s1
 : -3.3	-43.8
O=C(Cn1ccc2ccccc21)N1CCN(C(=O)C2CC2c2ccccc2)CC1 (stereo not given)
 : 16.0	-10.7
O=C(c1cnccn1)N1CCCn2nc(-c3ccncc3)cc2C1
 : -11.2	-7.1
CCOc1cc(C=C(C#N)C#N)ccc1Oc1ccc([N+](=O)[O-])cc1[N+](=O)[O-]
 : 22.0	-5.3
CCOCCCNc1nc(C)nc2onc(C)c12
 : -5.8	-3.5
COc1ccccc1CCC(=O)N1CC2CC(NS(C)(=O)=O)C1C2 (stereo not given)
 : 5.2	0.2
Cc1ccc(CNC(=O)C2(C)Oc3cccnc3N(C)C2=O)cc1 (stereo not given)
 : -7.0	-3.9
O=C(CSc1ccccc1)NC1CC1
 : -5.5	6.3
CN1CCCc2cc(C(=O)N3CCN(C4CCCCC4)CC3)sc21
 : 10.4	-3.0
O=C(CSc1nnnn1-c1ccccc1)Nc1ccc(OC(F)(F)F)cc1
 : -2.0	3.7
CCN(C(=O)C1CCN(c2ncnc3c2nc2n3CCCCC2)CC1)c1cccc(C)c1
 : 4.1	-2.0
O=C(NCC1CCN(c2cc(-c3cccnc3)[nH]n2)CC1)c1ccncc1
 : 5.6	-2.4
CN(Cc1ccccc1)C(=O)C1CCN(c2nc3cccnc3s2)CC1
 : -12.2	-1.4

Later entries.
Sequence of screens: mHTT CaM bind	Pf apPOL inh
COc1cccc(CNC(=O)C2CCCN(c3nc4ccccc4o3)C2)c1 (stereo not given)
 : -4.0	-9.8
O=C1c2ccccc2NC(c2ccc(Br)cc2)N1c1ccc(F)cc1 (stereo not given)
 : -2.0	-6.7
COc1ccc(C)cc1NC(=O)C1c2ccccc2C(=O)N2CCc3ccccc3C12 (stereo not given)
 : 42.0	11.1
CC1CN(C(=O)CC(C)(C)C)CC(C)O1 (stereo not given)
 : -1.4	-1.9
CC1(C)NC(=O)N(CC(O)COc2ccccc2[N+](=O)[O-])C1=O (stereo not given)
 : 2.0&1.6	1.5&-3.1
O=C(c1ccco1)N1CCN(c2ncnc3[nH]ncc23)CC1
 : -5.7	1.4
CCOc1ccc(NC(=O)C(=O)c2ccccc2NC(C)=O)cc1
 : 7.8	-5.2
CCC(CC)C(=O)Nc1c2c(nn1-c1cccc(C)c1C)CS(=O)(=O)C2
 : 3.0	-7.6
CCOc1cc(OCC)cc(C(=O)Nc2ccc(Cl)cn2)c1
 : -4.1	2.1
Cc1occc1C(=O)Nc1ccccc1F
 : 8.1	-1.3
O=C(Cn1nc(-c2ccc(Cl)cc2)c2ccccc2c1=O)Nc1ccc(Br)cc1
 : -1.0	-2.6
CC(=O)Nc1ccc(N=Cc2nc(-c3ccc([N+](=O)[O-])cc3)oc2O)cc1
 : 3.0	1.0
Cc1ccc(CNC(=O)C2CC(=O)N(C3CCCCCCC3)C2)cc1 (stereo not given)
 : 8.8	1.2
O=C(c1ccc(F)cc1)N1CCC(c2ccn3ncc(C(=O)N4CCCCC4)c3c2)CC1
 : 17.3	-0.7
O=C(c1ccc(N=Cc2c(O)cccc2Cl)cc1)N1CCCCC1
 : 6.0	-1.7
CCc1cc2c(=O)c(-c3cnn(-c4ccccc4)c3)coc2cc1O
 : 5.8	-10.1
O=S(=O)(Nc1cc(C(F)(F)F)cc(C(F)(F)F)c1)c1cc(F)c(Br)cc1F
 : ·	-0.2
c1cc2c(cc1Cn1nnc(-c3ccc4c(c3)OCO4)n1)OCO2
 : -1.0&1.9	-3.3&-2.4
O=C(NCCCN1CCCC1)C1CCN(S(=O)(=O)N2CCC3(CC2)OCCO3)CC1
 : -1.0	-11.6
COc1ccc(CCS(=O)(=O)NCC2(O)CCOCC2)cc1
 : -18.6	-3.3

Entries of single compounds, looked up by structure. Order of values: mHTT CaM bind, Pf apPOL inh
CC1(C)NC(=O)N(CC(O)COc2ccccc2[N+](=O)[O-])C1=O (stereo not given) across the screens: 2.0&1.6, 1.5&-3.1
COc1cccc(CNC(=O)C2CCCN(c3nc4ccccc4o3)C2)c1 (stereo not given) across the screens: -4.0, -9.8
COc1ccc(C)cc1NC(=O)C1c2ccccc2C(=O)N2CCc3ccccc3C12 (stereo not given) across the screens: 42.0, 11.1

Further records:
Sequence of screens: mHTT CaM bind	Pf apPOL inh
O=[N+]([O-])c1ccc(-c2nc(C=Nc3ccccc3)c(O)o2)cc1
 : 14.0	-0.2
CCCCOc1ccc(C2C(C#N)=C(N)Oc3n[nH]c(C)c32)cc1 (stereo not given)
 : 27.2	-1.4
Cc1ccc(S(=O)(=O)Oc2cc3c(cc2OS(=O)(=O)c2ccc(C)cc2)C(=O)CC(C)(C)O3)cc1
 : ·	-17.2
Clc1ccc(SCc2cc(Cl)cc(Cl)c2)cc1
 : ·	-1.3
Cc1ccc(N2C(=O)CC(N3CCN(CCO)CC3)C2=O)cc1 (stereo not given)
 : -2.7	3.1
O=c1[nH]cc(COCC(F)(F)C(F)F)c(=O)[nH]1
 : 16.6	0.4
O=C(Nc1ccccc1F)N1CCc2nc(-c3ccccc3)ncc2C1
 : 2.8	-4.5
CCN1CCN(C(=O)c2c(NC(=O)c3cccs3)sc3c2CCCC3)CC1
 : 3.8	-7.5
NC(=O)/C(=C\c1ccco1)NC(=O)c1ccco1
 : -1.4	-3.5
C=CCN1C(C(=O)OC)CN(Cc2cn(Cc3ccccc3)nn2)CCS1(=O)=O (stereo not given)
 : 6.7	-0.1
Cc1ccc(NC(=O)C2c3ccccc3C(=O)N(C)C2c2cccs2)c(Br)c1 (stereo not given)
 : 2.0	6.9
O=C1OC(c2ccc(Cl)c([N+](=O)[O-])c2)=N/C1=C\c1ccco1
 : 3.0	2.5
CC(=O)C(C(C)=O)C12CC3CC(CC(C3)C1)C2
 : -7.5	·
COC(=O)Nc1ccc(Oc2ccc(F)c(C)c2)nc1
 : -8.9	1.2
COc1ccc(CCNC(=O)c2nnn(-c3ccc(OC(F)(F)F)cc3)c2N)cc1OC
 : -1.0	-4.1
CC(=O)C1=C(C)NC(SCC(=O)c2ccc(F)cc2)=C(C#N)C1c1ccc(F)cc1 (stereo not given)
 : -38.1	-21.5
COc1cc(OC)cc(-n2nc(C(=O)N3CCCCCC3)c3ccccc3c2=O)c1
 : 8.0	2.6
Cc1ccc(N2CCN(C(=O)Nc3cccc(F)c3C)CC2)nn1
 : -7.1	-10.3
Cn1nccc1C(=O)N1CCCC(Nc2ncnc3c2CCC3)C1 (stereo not given)
 : -8.7	0.5
Cc1c(C)c(C)c(C(=O)C(=NOC(=O)c2ccc(Cl)c(Cl)c2)c2ccccc2)c(C)c1C
 : ·	2.3&-14.9
CCOc1c(I)cc(/C=C(\C#N)c2nn(CCO)c(N)c2C#N)cc1OC
 : 27.0	3.6
CC(CNC(=O)c1csc2c1CCCC2)c1ccccc1 (stereo not given)
 : -42.0	0.5
C=CCn1c(SCC(=O)N2CCN(CCO)CC2)nc2sc(C)c(C)c2c1=O
 : -2.3	-3.1
Cc1cc(C)cc(-c2nc3ccccn3c2NC(=O)C(Cl)Cl)c1
 : 10.0	1.4
COc1ccc(NC(=O)CSc2nc3[nH]ncc3c(=O)n2-c2ccccc2)cc1OC
 : 9.0	1.4
COc1cccc(NS(=O)(=O)c2ccc3nc(-c4ccccc4)[nH]c3c2)c1
 : 7.0	6.7
COc1cccc(CNC(=O)N2CCN(C3=CC4=NC(C)CN4C=N3)CC2)c1 (stereo not given)
 : 4.8	-0.5
CCOc1nc(NCCO)nc(Nc2ccc(I)cc2)n1
 : 25.0	-7.8
CC(C)C[C@H]1COc2cc(Br)ccc2S(=O)(=O)N1Cc1cn(Cc2ccc(Br)cc2)nn1
 : 6.4	-2.1
O=C(NCCCNc1ccc([N+](=O)[O-])cc1C(F)(F)F)c1ccc(Cl)cc1
 : 10.0	-2.0
Cc1ccc([N+](=O)[O-])cc1NC(=O)C1CCCC1
 : -2.8	1.4
O=C(Nc1cccc(-c2nc3ccccc3[nH]2)c1)c1c(F)cccc1F
 : 5.0	4.0
CN(C)CCNC(=O)CCC(=O)N1CCCn2nc(-c3cn(C)c4ccccc34)cc21
 : 29.7	1.4
COCC(=O)NC1CCN(c2ccc(C)c(C)c2)C1=O (stereo not given)
 : -10.4	1.4
Cc1cc(Cl)ccc1NC(=O)C1CCN(c2cncnc2N2CCCC2)CC1
 : 22.5	-2.7
